Screening results deposited in PubChem by National Center for Advancing Translational Sciences (NCATS).
p53ts 32C tox = cytotoxicity in p53ts cells at permissive temperature | H1299-p53A138V at 32C, ATP luminescence viability, 24 h | 130,000 compounds, 0.93% hits | Potency, µM (doses to about 46.1 µM), without a hit: at the top dose activity change, negative = cytotoxicity, actives largely listed as cytotoxic;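 also: 0% = DMSO and -100% = full killing by reference compound; nearly all actives have a fitted effect of over 55% in size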
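Cells: H1299 p53ts (A138V), 600/well, pre-incubated 16–30 h at 37C. Cpd up to 46 uM, 24 h, 32C. Readout: ATPlite luminescence, 20 min RT. Normalization: DMSO vs tamoxifen 100 uM. AC50 by Hill equation.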
p53ts 39C kill = cytotoxicity in p53ts cells at nonpermissive temperature. H1299-p53A138V viability at 39C, ATP luminescence, 24 h. Potency, µM (titrated, usually from 46.1 µM), inactives show at the highest dose activity change, negative = cell killing, actives largely listed as cytotoxic. 130,000 compounds, 1.5% hits; also: nearly all actives have a fitted effect of over 55% in size
IkB signaling = inhibitors of IkB signaling in ABC-DLBCL cells; ABC-DLBCL IkBa-CBG/CBR dual luciferase ratio, 4 h; response scale: scaled: untreated 0%, proteasome inhibitor 100%; Potency, µM (titrated, usually from 57.1 µM), without a hit: at the top dose IkBa stabilization activation; 110,000 compounds, 0.04% hits; AID 445; active = well fitted curve in the direction sought with a large enough effect in the signal ratio, not every such curve was filed as active; inconclusive = small, poorly fitted or top-dose-only effect, or a change in a side signal; the % refers to the signal ratio;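 also: the direction sought is a rising ratio; 0% = basal untreated cells and 100% = reference inhibitor full response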
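In this assay, an IκBα–CBG68 fusion accumulates when IKK-driven degradation is blocked; native CBR normalizes for cell number. OCI-Ly3 cells were treated 4 h with compound and doxycycline, then green and red light read after Chroma-Glo addition.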
Imprint erasure = inducers of genomic imprint erasure in mouse ES cells | mouse ES Peg3-LacZ reporter, beta-gal luminescence, 40 h | Potency, µM (series often up to 60.7 µM), inactives show at the highest dose activity change, positive = activation, most hits filed as activators | 110,000 compounds, 0.02% hits;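 also: 0% = negative control wells on the plate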
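Gelatin-coated wells received 300 freshly trypsinized female ES cells with a Peg3LacZ-Neo reporter on the maternal allele, then incubated 40 hours at 37C. BetaGlo was added for 5 minutes at room temperature before a single luminescence read.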
* hit, by the source's call; ? = inconclusive; nt = not tested or not shown; [ ] = remark or other dose. Unless noted, calls follow the shape of the dose curve; as a rule, active = well fitted curve in the direction sought with a large enough effect; inconclusive = small, poorly fitted or top-dose-only effect, or another doubt; inactive = no such curve, though single readings can be large; an effect the other way counts as inactive or inconclusive. Unless noted, % is scaled to controls: 0 for no effect and ±100 for the full control effect; potency is read from the fitted curve at half-maximal effect. The order is random. Share with any hit: about 1.8%.

1: O=C(Cn1ncc2c3ccccc3n(Cc3ccccc3)c2c1=O)NCCc1ccc(Cl)cc1
2: COC(=O)COc1ccc(-c2nnc(Nc3ccc(O)cc3)c3ccccc23)cc1
3: COc1cccc(NC(=O)c2oc3ccccc3c2NC(=O)C2CCCCC2)c1
4: N#Cc1nc(-c2cccs2)oc1NCC1CCCO1 (stereo not drawn)
5: Fc1ccccc1OCCSc1nc2ccccc2o1
6: COCCn1c(=O)cnc2cnc(OCc3ccccc3)nc21
7: CCOC(=O)N1CCC(n2c(SCC(=O)Nc3ccccc3OC)nc3ccccc3c2=O)CC1
8: O=C(CN1CCN(Cc2ccc(F)cc2)C1=O)NCc1ccccc1
9: CCN1CCN(C(=O)c2ccc3c(c2)N(Cc2cccc(Cl)c2)C(=O)c2ccccc2S3(=O)=O)CC1
10: CCOc1ccc(-n2c(SCC(N)=O)nc3c([nH]c4ccccc43)c2=O)cc1

Screen / compound no.,1,2,3,4,5,6,7,8,9,10
IkB signaling,-0.3%,?,?,-2.3%,-1.4%,1.1%[11.4 µM],0.2%,-0.7%,?,-3.5%
p53ts 32C tox,-11%,40%[activator],-9%,-7%,-4%,-3%,21%,18%,5%,10%
Imprint erasure,-19%[10.9 µM],2%[10.9 µM],-13%[10.9 µM],-3%,-4%,nt,-33%[inhibitor],-4%[10.9 µM],1%[10.9 µM],-6%
p53ts 39C kill,13µM*,-7%,-7%,5%,5%,11%,32%[activator],-9%,23%,7%

11: COc1ccc2c(c1)CCc1c(C(=O)NCc3cccnc3)noc1-2
12: O=C(CCCN1C(=O)c2ccccc2C1=O)NCc1cccnc1
13: [Cu].[O-]/N=C1/C(=[OH+])Nc2ccccc21.[O-]Nc1c(O)[nH]c2ccccc12
14: COc1ccccc1CNC(=O)Cn1c(=O)oc2cc(S(=O)(=O)N3CCC(C)CC3)ccc21
15: CCC1Oc2ccccc2N(CC(=O)Nc2ccc3c(c2)OCCO3)C1=O (stereo not drawn)
16: COc1ccc(NC(=O)c2cc(-c3ccc(F)cc3)no2)cc1OC
17: COc1cc(C2CC(=O)NC(SCC(=O)Nc3ccccc3C)=C2C#N)ccc1O (stereo not drawn)
18: CCN(Cc1cc2cccc(C)c2[nH]c1=O)C(=O)c1ccccc1OC
19: O=C(Nc1cccc(NC(=O)c2cccs2)c1)c1ccco1
20: O=c1cc(N2CCN(Cc3ccccc3)CC2)[nH]c(=O)n1-c1cccc(C(F)(F)F)c1

Screen / compound no.,11,12,13,14,15,16,17,18,19,20
IkB signaling,?,-4.1%,-0.3%[11.4 µM],?,0.6%,?,-0.1%,-0.4%,14%,0.9%
p53ts 32C tox,-10%,8%,-4%[9.22 µM],3%,21%,1%,-8%,6%,-2%,-3%
Imprint erasure,-10%,-11%,nt,-23%[10.9 µM],-17%,-11%[10.9 µM],11%,-4%,-21%,-3%
p53ts 39C kill,-9%,5%,-3%[9.22 µM],?,-12%,6%,6%,9%,-1%,-9%

Grouped by structure, those above with fluorine
5: Fc1ccccc1OCCSc1nc2ccccc2o1
8: O=C(CN1CCN(Cc2ccc(F)cc2)C1=O)NCc1ccccc1
16: COc1ccc(NC(=O)c2cc(-c3ccc(F)cc3)no2)cc1OC
20: O=c1cc(N2CCN(Cc3ccccc3)CC2)[nH]c(=O)n1-c1cccc(C(F)(F)F)c1

Screen / compound no.,5,8,16,20
IkB signaling,-1.4%,-0.7%,?,0.9%
p53ts 32C tox,-4%,18%,1%,-3%
Imprint erasure,-4%,-4%[10.9 µM],-11%[10.9 µM],-3%
p53ts 39C kill,5%,-9%,6%,-9%

More results:
21: CCn1c(SCC(=O)Nc2ccc(NC(=O)c3ccco3)c(OC)c2)nc2ccccc2c1=O
22: CN1C(=O)SC(Nc2ccccc2)C1=O (stereo not drawn)
23: COCCCN1C(=O)C(O)=C(C(C)=O)C1c1cccc(F)c1 (stereo not drawn)
24: COc1ccc(NC(=O)N(C2CCCCC2)C2CCN(C(C)C)CC2)c(OC)c1
25: CCOc1ccc(CNC(=O)C2CCN(c3nc4ccccc4nc3C(F)(F)F)CC2)cc1OC
26: CCOC(=O)c1cc2occc2n1CC(=O)Nc1ccc(OC)cc1OC
27: Cc1ccc(CNC(=O)c2ccc3c(c2)nc(C)n3-c2cccc(F)c2)cc1
28: Cc1ccccc1CNC(=O)Cn1c(C)c2cnn(-c3ccccc3)c(=O)c2c1C
29: C[N+](C)(CCCCCC[N+](C)(C)CCCN1C(=O)c2cccc3cccc(c23)C1=O)CCCN1C(=O)c2cccc3cccc(c23)C1=O
30: CC(=O)C(=Nc1ccccc1Cl)NNc1ccc(Cl)cc1

Screen / compound no.,21,22,23,24,25,26,27,28,29,30
IkB signaling,1.7%,nt,0.8%,1.2%,-0.5%,0.2%,?,-0.4%,-4.2%,nt
p53ts 32C tox,-2%,0%,4%,-6%,8%,8%,7%,5%,16%,-24%
Imprint erasure,16%,nt,nt,-1%,7%[10.9 µM],nt,6%[10.9 µM],11%[10.9 µM],7%,nt
p53ts 39C kill,7%,20%,5%,-1%,1%,-6%,-11%,1%,11%,-22%

An excerpt of these results, with values under each structure:
Values run as follows: IkB signaling | p53ts 32C tox | Imprint erasure | p53ts 39C kill
21: CCn1c(SCC(=O)Nc2ccc(NC(=O)c3ccco3)c(OC)c2)nc2ccccc2c1=O
    1.7% | -2% | 16% | 7%
22: CN1C(=O)SC(Nc2ccccc2)C1=O (stereo not drawn)
    nt | 0% | nt | 20%

Copied from the list:
`Cc1ccc(CNC(=O)c2ccc3c(c2)nc(C)n3-c2cccc(F)c2)cc1` in p53ts 32C tox is listed with 7%
`CN1C(=O)SC(Nc2ccccc2)C1=O` (stereo not drawn) in p53ts 39C kill is listed with 20%
`Cc1ccccc1CNC(=O)Cn1c(C)c2cnn(-c3ccccc3)c(=O)c2c1C` in Imprint erasure is listed with 11%[10.9 µM]

New compounds follow:
31: CC(=O)Nc1ccc(-c2cn3ccsc3n2)cc1
32: O=C(CN1CCCC1)NCC12CC3CC(CC(C3)C1)C2
33: CC1CCc2c(C(=O)NCCCN3CCOCC3)csc2C1 (stereo not drawn)
34: CC(=O)C1=C(OC(=O)C(C)C)c2ccccc2S(=O)(=O)N1Cc1ccccc1
35: Cc1ccc(Cl)cc1N1CCN(C(=O)c2cc(S(=O)(=O)N3CCCC3)c[nH]2)CC1
36: Cc1noc(C)c1S(=O)(=O)Nc1ccc(C(=O)N2CCc3ccccc3C2)cc1
37: O=C(c1ccccc1)c1nnc(-c2ccccc2F)o1
38: COc1ccc(C(OC(=O)c2c(C)noc2C)C(=O)NC2CCCC2)cc1 (stereo not drawn)
39: Cc1cccc(C(=O)Nc2c(-c3ccc(F)cc3)nc3ccccn23)c1
40: Cc1cc(C)c2oc(C(=O)Nc3c(C(=O)Nc4ccccc4)oc4ccccc34)cc(=O)c2c1

Screen / compound no.,31,32,33,34,35,36,37,38,39,40
IkB signaling,7.4%,-0.8%,-0.8%,?,1.4%,1.2%,17%,0.0%,?,-1.0%
p53ts 32C tox,10µM*,-14%,-4%,-1%,5%,10%,-9%,7%,-10%,14%
Imprint erasure,-48%[inhibitor],-4%,-42%[inhibitor],11%[10.9 µM],-10%[10.9 µM],-22%,-33%[inhibitor],-16%,-14%[10.9 µM],-7%[10.9 µM]
p53ts 39C kill,?,-10%,1%,12%,-22%,-3%,3%,-13%,-9%,6%

Rewritten as tab-separated lines: entries from further up
no.	molecule	IkB signaling	p53ts 32C tox	Imprint erasure	p53ts 39C kill
35	Cc1ccc(Cl)cc1N1CCN(C(=O)c2cc(S(=O)(=O)N3CCCC3)c[nH]2)CC1	1.4%	5%	-10%[10.9 µM]	-22%
36	Cc1noc(C)c1S(=O)(=O)Nc1ccc(C(=O)N2CCc3ccccc3C2)cc1	1.2%	10%	-22%	-3%
37	O=C(c1ccccc1)c1nnc(-c2ccccc2F)o1	17%	-9%	-33%[inhibitor]	3%
38	COc1ccc(C(OC(=O)c2c(C)noc2C)C(=O)NC2CCCC2)cc1 (stereo not drawn)	0.0%	7%	-16%	-13%

Additional results.
41: Cc1cc(C)nc(NC(=O)CSc2nnnn2-c2ccccc2)n1
42: O=C(Cn1cnc2nc3c(cc2c1=O)CCCC3)N1CCN(c2ccccc2)CC1
43: O=C(NC1CCCCC1)c1ccc2c(c1)N(Cc1cccc(F)c1)C(=O)c1ccccc1S2
44: c1ccc(OCc2nnc3sc(-c4cccs4)nn23)cc1
45: Cc1cc(C)c2c(N)c(C(=O)NCc3ccco3)sc2n1
46: Cc1ccc(C)c(S(=O)(=O)Nc2ccc3scnc3c2)c1
47: CCN(CC)CCNC(=O)C(=O)NCC(c1cccnc1)N1CCN(c2ccc(F)cc2)CC1 (stereo not drawn)
48: CSc1nsc(SCC(=O)N2CCc3ccccc32)n1
49: COc1nc2c(C)cccc2cc1-c1noc(-c2ccco2)n1
50: Cc1noc(C)c1Cn1nc(C(=O)O)c2ccccc2c1=O

Screen / compound no.,41,42,43,44,45,46,47,48,49,50
IkB signaling,1.0%,1.2%,0.2%,?,29%,2.4%,?,1.3%,16%,-1.1%
p53ts 32C tox,-3%,-2%,11%,7%,8%,10%,-4%,-3%,-2%,-8%
Imprint erasure,-7%,4%[10.9 µM],-12%[10.9 µM],-7%,-26%,-16%,-13%[10.9 µM],6%,-12%,-2%
p53ts 39C kill,5%,-5%,-5%,2%,1%,25%,-18%,-2%,5%,-11%

51: CC(=O)N1[C@H](C)C=C[C@]1(Cc1ccccc1)C(=O)O
52: O=C(Cn1cnc2c(nnn2Cc2ccccc2F)c1=O)NCc1ccco1
53: O=C(CSc1nnc(-c2ccc3c(c2)OCO3)o1)Oc1ccccc1
54: COc1ccc(C(=O)Nc2ccc(NC(=O)c3cccs3)cc2)cc1OC
55: COC(=O)c1c(NC(=O)CCCOc2ccc(C(C)(C)C)cc2)sc2c1CCC(C)C2 (stereo not drawn)
56: COCCn1c(SCC(=O)c2ccc3c(c2)OCCO3)nnc1-c1ccco1
57: CCn1nnc(NC(=O)c2ccc(C(C)(C)C)cc2)n1
58: O=C(O)C1C2C=CC(O2)C1C(=O)NCCCn1ccnc1 (stereo not drawn)
59: COc1ccc(OC)c(NC(=O)Nc2cccc(Cn3cccn3)c2)c1
60: Cc1ccc(C)c(C(=O)n2cnnc2N)c1

Screen / compound no.,51,52,53,54,55,56,57,58,59,60
IkB signaling,nt,0.0%,?,-1.3%,?,0.6%,-1.7%,3.7%,?,-0.8%
p53ts 32C tox,3%,-2%,7%,2%,6%,-5%,2.5µM*,4%,-3%,2%
Imprint erasure,-8%,-20%,-10%[10.9 µM],14%[10.9 µM],-5%[10.9 µM],0%,nt,3%,-14%,-33%[inhibitor]
p53ts 39C kill,4%,-16%,-11%,13%,2%,10%,5µM*,15%,7%,6%

61: CCOc1ccc(NC(=O)CSc2ncc3c(n2)-c2ccccc2N(Cc2ccccc2C)S3(=O)=O)cc1
62: C/C(Cl)=C\Cn1c(=O)c2c(nc3n2CCS3)n(C)c1=O
63: O=C(O)CCn1ccc2cc(S(=O)(=O)N3CCCCC3)ccc21
64: COc1ccc(CCNC(=O)Cc2c(C)c3c(cc(C)c4c(C)c(C)oc43)oc2=O)cc1
65: COc1ccccc1NCCC(=O)OCC(=O)Nc1ccc(Cl)cn1
66: CCN(CC)CC#CC(C)OCOCC#CCOC (stereo not drawn)
67: CC(=O)NCc1nc2ccccc2n1C(C)C

Screen / compound no.,61,62,63,64,65,66,67
IkB signaling,-0.7%,0.0%,?,0.8%,7.1%,0.5%,0.2%
p53ts 32C tox,-7%,4%,-9%,3%,1%,0%,-11%
Imprint erasure,-12%[10.9 µM],-4%,-5%[10.9 µM],-13%[10.9 µM],15%,-7%,16%
p53ts 39C kill,-20%,-4%,0%,6%,-17%,17%,-1%
